mIAP act: activators of mouse IAP, primary screen, biochemical, luminescence, uHTS; activation factor at 10 µM; muIAP, CDP-Star luminescence, 30 min; stronger effect = higher value; 1 = vehicle-only enzyme signal, 0 = enzyme-free wells; actives 0.24% (n = 330,000); AID 2805, 2010;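 active = activation factor of at least 2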; also: the source names both 10 and 20 µM as test concentration; values of inactives mirror those of a sister screen read the other way
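System: Mouse IAP enzyme | Also added: CDP-Star substrate | Dosing: Compounds dispensed in DMSO | Schedule: 30 min enzyme-substrate-compound incubation at room temperature | Technique: Chemiluminescence readout | Control set: DMSO-only wells and no-enzyme negative control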
TIM10 inh: growth inhibitors of isogenic TIM10 control yeast, primary screen, counter-screen for tim10-1 yeast inhibitor project, luminescence, uHTS; S. cerevisiae TIM10 strain growth, BacTiter-Glo luminescence, 24 h; inhibition, % at 10 µM; actives 1.4% (n = 330,000); AID 463195, 2010;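 active = inhibition of 40% or more at the single tested concentration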;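 also: wild-type TIM10 isogenic control strain grown at permissive 25 °C; 0% = DMSO yeast wells and 100% = minimal medium wells without yeast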
hIAP activ: human IAP activators, primary screen, biochemical, luminescence, uHTS. Intestinal-type alkaline phosphatase (Homo sapiens), P09923. purified human IAP, CDP-Star luminescence, 30 min; stronger effect = higher value; 1 = vehicle-only enzyme, 0 = enzyme-free background. activation factor at 10 µM. actives 0.16% (n = 330,000). AID 2524, 2010;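 active = activation factor of the enzyme at least 2-fold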; also: the source names both 10 and 20 µM as test concentration; values of inactives mirror those of a sister screen read the other way
Target sequence (P09923 whole entry, looked up): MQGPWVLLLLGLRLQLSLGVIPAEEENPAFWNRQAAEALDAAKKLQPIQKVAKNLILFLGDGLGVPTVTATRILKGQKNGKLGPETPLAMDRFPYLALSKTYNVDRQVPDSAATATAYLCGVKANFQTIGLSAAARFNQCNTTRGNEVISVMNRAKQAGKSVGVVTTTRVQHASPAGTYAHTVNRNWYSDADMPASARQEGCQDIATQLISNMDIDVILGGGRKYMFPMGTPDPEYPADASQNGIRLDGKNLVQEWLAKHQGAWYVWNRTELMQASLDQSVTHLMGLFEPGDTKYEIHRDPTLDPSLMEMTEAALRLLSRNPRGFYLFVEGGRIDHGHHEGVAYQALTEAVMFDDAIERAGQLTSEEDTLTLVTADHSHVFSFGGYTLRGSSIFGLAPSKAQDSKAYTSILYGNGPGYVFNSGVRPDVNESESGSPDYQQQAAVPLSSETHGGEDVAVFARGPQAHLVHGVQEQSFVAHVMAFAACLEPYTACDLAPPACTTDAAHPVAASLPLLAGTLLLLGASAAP
NLRP3 yeast inh: NALP3 inflammasome inhibitors in reconstituted yeast, primary screen, luminescence, uHTS | Yeast reconstituted NLRP3/ASC/caspase-1, beta-gal luminescence, 24 h | AID 2825, 2010 | actives 0.39% (n = 330,000) | inhibition, % at 10 µM;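 active = inhibition of 50% or more; inactive = inhibition below 50%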;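 also: plate controls were induced DMSO wells for no effect and uninduced yeast grown without galactose for full effect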
ATG4B inhibitor: ATG4B protease inhibitors, primary screen, biochemical, fluorescence, uHTS; Cysteine protease ATG4B (Homo sapiens), Q9Y4P1; ATG4B cleavage of LC3-PLA2, NBD-HPC fluorescence, 1 h; inhibition, % at 8.33 µM; actives 0.51% (n = 340,000); in the data active = inhibition above about 40%
Target sequence (Q9Y4P1 whole entry, looked up): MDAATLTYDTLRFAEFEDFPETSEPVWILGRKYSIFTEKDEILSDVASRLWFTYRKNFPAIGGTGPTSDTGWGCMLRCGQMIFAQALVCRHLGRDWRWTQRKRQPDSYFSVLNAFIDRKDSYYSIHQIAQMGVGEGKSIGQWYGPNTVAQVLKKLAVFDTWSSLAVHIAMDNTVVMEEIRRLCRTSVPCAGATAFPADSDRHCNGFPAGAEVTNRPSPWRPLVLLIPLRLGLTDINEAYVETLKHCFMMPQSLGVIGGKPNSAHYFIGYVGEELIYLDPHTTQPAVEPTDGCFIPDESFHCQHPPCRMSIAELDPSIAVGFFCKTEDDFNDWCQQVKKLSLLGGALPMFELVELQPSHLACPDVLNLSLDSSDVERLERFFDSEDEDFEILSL
Apaf-1 inh: inhibitors of human Apaf-1 apoptosome, primary screen, biochemical, DEVD-Rh110 fluorescence, uHTS; Apoptotic protease-activating factor 1 (Homo sapiens), O14727; reconstituted apoptosome caspase-3 activity; inhibition, % at 20 µM; actives 0.71% (n = 330,000); AID 489030, 2010; active = inhibition of at least 40% at 20 µM;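 also: plate controls were DMSO wells for no effect and DEVD-CHO caspase inhibitor wells for full effect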
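Assay system: Apoptosome proteins | Medium: pH 7.5 Hepes buffer with CHAPS, BSA, DTT | Also added: Cytochrome c and DEVD-Rh110 substrate | Times: 30 min plus 50 min, RT | Detection: Rhodamine 110 fluorescence at Ex 480/Em 540 nm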
tim10-1 inh: growth inhibitors of tim10-1 mutant yeast, primary screen, luminescence, uHTS; S. cerevisiae tim10-1 ts strain growth, BacTiter-Glo, 24 h; inhibition, % at 20 µM; actives 2.2% (n = 330,000); AID 463190, 2010;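 active = inhibition of at least 40%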;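 also: mutant grown at 25 °C; 0% = DMSO wells with yeast and 100% = wells holding no yeast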
hIAP inh: human IAP inhibitors, primary screen, biochemical, luminescence, uHTS. purified IAP, CDP-Star luminescence, 30 min. inhibition, % at 10 µM. actives 0.12% (n = 330,000). AID 2544, 2010;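 active = inhibition reaching a set limit with compound at 10 µM in the primary screen, cut at about 35% in these data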;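 also: plate controls were DMSO wells with enzyme for no effect and no-enzyme buffer wells for full effect; values of inactives mirror those of a sister screen read the other way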
mIAP block: inhibitors of mouse IAP, primary screen, biochemical, luminescence, uHTS; actives 0.2% (n = 330,000); intestinal alkaline phosphatase [Mus musculus]; inhibition, % at 10 µM; purified mouse IAP, CDP-Star luminescence, 30 min; AID 2806, 2010;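 active = inhibition of at least 40% at 10 µM in the primary screen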;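 also: plate controls were DMSO with enzyme for no effect and no enzyme wells for full effect; values of inactives mirror those of a sister screen read the other way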
An asterisk follows results filed as active; nt = no result given. Rows were taken by chance. Share with any hit: about 4.5%.

SMILES	mIAP act	TIM10 inh	hIAP activ	NLRP3 yeast inh	ATG4B inhibitor	Apaf-1 inh	tim10-1 inh	hIAP inh	mIAP block
NS(=O)(=O)c1ccc(N=Nc2c(O)[nH]c3ccc(Br)cc23)cc1	0.76	-10	0.93	17	-23	21	-13	7	24
Cc1cccc(-n2cnc3sc(C)c(C)c3c2=O)c1	0.99	-7	1.1	48	2	1	-7	-10	1
O=c1cc(CSc2ccccc2)[nH]c2ccccc12	1	6	0.91	9	-5	-6	-1	9	-3
CCC(=O)Nc1ccc(Br)c(Cl)c1	1.1	-3	1.1	28	-1	3	10	-13	-8
Cc1ccccc1CSc1nnc(-c2cccs2)n1Cc1ccco1	1	31	0.75	-28	78*	5	34	25	-2
CCOCC(=O)N1CCC(Cc2ccccc2)CC1	1.1	-3	0.94	10	-1	16	12	6	-10
CCc1nnc(NC(=O)CSc2nnc(-c3cc4ccccc4cc3O)n2CC)s1	1.1	-7	1.2	2	-5	19	17	-20	-6
Clc1ccc(N/N=C/c2cccnc2)cc1	0.95	24	1	17	-14	9	13	-2	5
O=C(COc1ccccc1Cl)NCCCNC(=O)c1ccco1	0.99	-9	1.1	0	-4	3	4	-8	1
C=CCOn1c(=O)c(-c2ccccc2)[n+]([O-])c2ccccc21	0.97	6	1	24	-2	-2	20	-2	3
Cc1cc(C)c(C#N)c(SCC(=O)N(CC(C)C)C2CCS(=O)(=O)C2)n1 (centres undefined)	0.94	15	0.97	19	-17	1	10	3	6
COc1ccccc1CNC(=O)CCC(=O)N1Cc2cccc(OC)c2Oc2ncccc21	1	10	0.82	-5	-8	-7	19	18	0
CCOc1ccccc1CN1CCC(N2CCC(C(=O)NC3CC3)CC2)CC1	1	-6	1.1	6	-1	0	4	-6	-1
CNC(=S)N/N=C/c1cc(Br)cc(Br)c1O	0.73	35	1.3	64*	-1	-2	25	-34	26
Cc1cc(C)nc(Sc2nc(Cl)nc(N(c3ccccc3)c3ccccc3)n2)n1	1.1	39	1.3	27	3	4	32	-34	-5

Another view of some results above:
| molecule | mIAP act | TIM10 inh | hIAP activ | NLRP3 yeast inh | ATG4B inhibitor | Apaf-1 inh | tim10-1 inh | hIAP inh | mIAP block |
| --- | --- | --- | --- | --- | --- | --- | --- | --- | --- |
| O=c1cc(CSc2ccccc2)[nH]c2ccccc12 | 1 | 6 | 0.91 | 9 | -5 | -6 | -1 | 9 | -3 |
| CCC(=O)Nc1ccc(Br)c(Cl)c1 | 1.1 | -3 | 1.1 | 28 | -1 | 3 | 10 | -13 | -8 |
| Cc1ccccc1CSc1nnc(-c2cccs2)n1Cc1ccco1 | 1 | 31 | 0.75 | -28 | 78* | 5 | 34 | 25 | -2 |
| CCOCC(=O)N1CCC(Cc2ccccc2)CC1 | 1.1 | -3 | 0.94 | 10 | -1 | 16 | 12 | 6 | -10 |
| CCc1nnc(NC(=O)CSc2nnc(-c3cc4ccccc4cc3O)n2CC)s1 | 1.1 | -7 | 1.2 | 2 | -5 | 19 | 17 | -20 | -6 |
| Clc1ccc(N/N=C/c2cccnc2)cc1 | 0.95 | 24 | 1 | 17 | -14 | 9 | 13 | -2 | 5 |
| O=C(COc1ccccc1Cl)NCCCNC(=O)c1ccco1 | 0.99 | -9 | 1.1 | 0 | -4 | 3 | 4 | -8 | 1 |
| C=CCOn1c(=O)c(-c2ccccc2)[n+]([O-])c2ccccc21 | 0.97 | 6 | 1 | 24 | -2 | -2 | 20 | -2 | 3 |
| Cc1cc(C)c(C#N)c(SCC(=O)N(CC(C)C)C2CCS(=O)(=O)C2)n1 (centres undefined) | 0.94 | 15 | 0.97 | 19 | -17 | 1 | 10 | 3 | 6 |
| COc1ccccc1CNC(=O)CCC(=O)N1Cc2cccc(OC)c2Oc2ncccc21 | 1 | 10 | 0.82 | -5 | -8 | -7 | 19 | 18 | 0 |
| CCOc1ccccc1CN1CCC(N2CCC(C(=O)NC3CC3)CC2)CC1 | 1 | -6 | 1.1 | 6 | -1 | 0 | 4 | -6 | -1 |
| CNC(=S)N/N=C/c1cc(Br)cc(Br)c1O | 0.73 | 35 | 1.3 | 64* | -1 | -2 | 25 | -34 | 26 |
| Cc1cc(C)nc(Sc2nc(Cl)nc(N(c3ccccc3)c3ccccc3)n2)n1 | 1.1 | 39 | 1.3 | 27 | 3 | 4 | 32 | -34 | -5 |

Following part:
SMILES	mIAP act	TIM10 inh	hIAP activ	NLRP3 yeast inh	ATG4B inhibitor	Apaf-1 inh	tim10-1 inh	hIAP inh	mIAP block
CCOC(=O)C1=C2SCCN2C(=O)C(C#N)C1(C)C (centres undefined)	0.98	10	1	-8	0	0	7	-4	2
COC(=O)c1ccc(N2NC(=O)/C(=C/c3ccc(OC)c(OC)c3)C2=O)cc1	0.98	-4	0.89	22	-4	2	-19	11	2
O=[N+]([O-])c1cc([N+](=O)[O-])c(Oc2cc(Cl)ccc2Cl)cc1NC1CCCCCCC1	1	10	0.96	15	11	9	23	4	0
Cc1ccc(CNC(=O)C2CC(c3ccccc3F)=NO2)cc1 (centres undefined)	1.1	1	0.99	36	-13	1	-3	1	-5
O=C(CSc1nnc2ccc(-c3ccccc3)nn12)NCC1CCCO1 (centres undefined)	1.1	-8	1.2	7	-2	2	-14	-22	-12
CCC(=O)N1N=C(c2ccc(C)o2)CC1c1ccc(OC)cc1 (centres undefined)	0.95	21	0.89	13	1	-5	7	11	5
COc1ccc(CNC(=O)CN2CCN(S(=O)(=O)c3ccccc3)CC2)cc1	1	14	1.1	6	1	-6	20	-7	-5
CSc1n[nH]c2nc3c(c(=O)n12)C1(CCCC1)Cc1ccccc1-3	1.2	39	1.2	-46	2	7	48*	-19	-19
COc1ccc(CC(=O)NNC(=S)Nc2ccc(Br)cc2)cc1	0.92	28	0.8	9	12	1	38	20	8
O=C(CS(=O)(=O)c1cn(CC(=O)N2CCCC2)c2ccccc12)Nc1ccccc1F	0.87	13	0.96	1	-3	1	-5	4	13
O=C(Nc1ccc(F)cc1)C1C(c2ccccc2)C1(Cl)Cl (centres undefined)	1.8	41*	1.1	28	21	1	48*	-11	-82
CCOC(=O)C1CN(S(C)(=O)=O)c2cc(CC(=O)OC)ccc2O1 (centres undefined)	1	-7	1.1	6	-9	-4	0	-9	-1
O=C(NOCc1ccccc1)c1coc(-c2ccccc2)n1	1.2	-10	nt	nt	2	17	-29	nt	-20
O=C(/C=C/c1ccccc1Cl)NCc1cccs1	1	-8	0.99	11	11	10	11	1	-1
CC(C)C(NS(=O)(=O)c1ccc2c(c1)Cc1cc(S(=O)(=O)NC(C(=O)O)C(C)C)ccc1-2)C(=O)O (centres undefined)	0.96	-3	0.85	9	2	0	2	14	4
COc1ccc(/C(N)=N/OC(=O)Cc2ccccc2[N+](=O)[O-])cc1	1	23	1.1	27	4	2	25	-7	-2
Cc1ccc(N(CC(=O)O)S(C)(=O)=O)cc1Cl	1	2	1	-5	9	-1	9	0	-1
O=C(COC(=O)c1ccc[nH]c1=O)NC1CC1	1	0	0.83	12	-9	-11	0	17	0
CCC(NS(=O)(=O)c1cn(C)nc1C)c1ccccc1 (centres undefined)	1	-3	1.1	3	-3	7	22	-14	-2
CCCCCCCC(=O)NNC(=O)CCC(=O)O	0.91	-2	0.87	12	16	-10	-10	13	9
Cn1c(NCC(O)c2ccccc2)nc2c1c(=O)n(Cc1ccc(Cl)cc1)c(=O)n2C (centres undefined)	1.1	18	0.99	10	3	-6	9	1	-6
COc1ccccc1NS(=O)(=O)c1cccc(C(=O)NCc2ccco2)c1	0.94	1	0.84	4	7	-21	11	16	6
CCN(c1cccc(C)c1)S(=O)(=O)c1nnc(NC(=O)c2ccco2)s1	0.98	24	1.1	1	-4	8	12	-12	2
COc1ccc(-n2c(-c3cccc(OC)c3)nc(=S)c3c2CCCC3)cc1	0.93	24	1	21	6	-12	21	-3	7
COC(=O)C1=C(C)NC(=O)CC1c1ccc(C(=O)OC)cc1 (centres undefined)	0.99	4	0.94	11	0	3	-2	6	1
CCC(c1nnnn1C1CCCC1)N1CCN(Cc2ccccc2)CC1 (centres undefined)	1	8	1.7	20	-8	-6	-10	-67	-3
CCN(CC)CC#CC(C)(C)OC(C)=O	0.96	-6	0.86	4	-4	-8	10	14	4
CC(C)Cc1ccc(C(=O)NCc2ccc3c(c2)OCO3)o1	0.99	-6	0.89	29	-6	11	1	11	1
CC1CC(=O)N(CC(=O)Nc2cccc(Cl)c2)c2ccccc2S1(=O)=O (centres undefined)	1	1	1.1	5	-13	3	15	-6	-1
COC(=O)c1cn(C(=O)c2ccc(OC)cc2)c2ccccc12	0.98	12	0.93	25	0	26	42*	7	2
CCn1c(=O)cc(SCC(=O)NCCN2CCN(Cc3ccccc3)CC2)c2ccccc21	0.97	6	0.98	14	-12	-17	0	2	3
CC(=O)Nc1ccc(S(=O)(=O)N2CC3(C)CC2CC(C)(C)C3)cc1 (centres undefined)	0.95	37	0.87	1	-9	-30	29	13	5
CNC(=O)c1[nH]cnc1C(=O)N[C@@H](C)C(=O)OC(C)(C)C	1.1	-1	1.2	12	-2	9	-7	-20	-8
COc1ccc(-n2nc(C(=O)NCC(=O)N3CCN(c4ccccn4)CC3)c3ccccc3c2=O)c(OC)c1	1	-3	0.95	1	0	0	-8	5	-3
CC(=O)c1ccc(OCC(=O)N(CCC2=CCCCC2)c2c(N)n(Cc3ccccc3)c(=O)[nH]c2=O)cc1	0.91	6	0.96	17	10	9	2	4	9
O=C(CSc1ccccc1)NCCCc1ccccc1	0.99	-27	1.1	11	-8	2	-2	-8	0
COc1ccc(N(CN2C(=O)C3CCCCC3C2=O)C(=O)c2ccco2)cc1 (centres undefined)	1.1	16	1.1	15	5	-2	14	-10	-11
COc1ccc(Cl)cc1NC(=O)CSc1nnc(-c2ccncc2)n1CC1CCCO1 (centres undefined)	1	2	1.1	18	0	16	5	-9	-4
CCc1nn(CC(=O)O)c(=O)c2ccccc12	0.96	-1	0.81	20	-8	-13	-5	20	4
Cc1cc(C)cc(NC(=O)CSc2nnc(C3CC3)n2CC2CCCO2)c1 (centres undefined)	1.1	13	0.93	6	-1	6	-19	7	-6
Cc1noc(C)c1C(=O)OC(C)C(=O)N(C)c1ccccc1 (centres undefined)	1.1	-7	1.2	17	2	3	4	-15	-11
CC1(c2nnc(Cc3ccccc3)o2)CC(c2cccnc2)=NO1 (centres undefined)	0.96	3	1.1	11	-3	-1	-7	-10	4
COc1cccc(C(=O)OCCN(C)C(C)(C)C)c1	0.96	-2	1.1	14	nt	-3	1	-6	4
O=C(NCc1ccccn1)c1coc(=O)c(Br)c1	0.95	-4	1	11	-2	-8	-1	-4	5
COc1ccc(Nc2oc(-c3ccccc3Cl)nc2C#N)cc1	1.2	14	1.3	17	-8	16	27	-30	-16
